Scp-1 inhibitor: inhibitors of human Scp-1 phosphatase | AID 493091 | 340,000 tested, 0.88% active | inhibition, % at 20 µM | Recombinant Scp1, phosphopeptide, malachite green phosphate absorbance | Q9GZU7;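 active means inhibition above about 50% at 20 µM, limit read from the data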;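 further: plate controls were DMSO wells with enzyme for no effect and wells lacking enzyme for full effect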
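Material – SCP-1 phosphatase catalytic domain, residues 76-261 · Buffer or medium – Acidic Tris acetate buffer with magnesium and detergent · Also added – Phospho 17-mer peptide substrate · Compound – single 20 µM dose, 1% DMSO · Times – 45 min room-temperature reaction, 5 min colour, 30 min stabiliser · Technique – Phosphate-binding colour reagent, absorbance read at 630 nm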
Rpn11 block: Rpn11 (human) deubiquitinase inhibition | O00487 | human 26S proteasome, Ub4-pepOG fluorescence polarization; 20S core pre-blocked with epoxomicin | calls only at 20 µM | 360,000 tested, 0.59% active | AID 588493;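 active means inhibition at 20 µM, scaled to each plate's controls, above about 33%, limit read from the data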
Target sequence (O00487 whole entry, looked up): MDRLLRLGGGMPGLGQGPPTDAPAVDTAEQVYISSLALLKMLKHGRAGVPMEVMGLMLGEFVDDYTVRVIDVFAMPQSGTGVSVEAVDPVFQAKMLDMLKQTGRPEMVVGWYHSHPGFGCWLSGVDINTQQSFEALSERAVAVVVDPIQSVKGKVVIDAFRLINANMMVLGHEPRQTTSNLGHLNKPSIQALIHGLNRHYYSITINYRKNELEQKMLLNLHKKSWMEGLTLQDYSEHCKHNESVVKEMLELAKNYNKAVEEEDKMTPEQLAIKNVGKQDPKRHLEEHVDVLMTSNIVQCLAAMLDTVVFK
MT1-MMP act inh: inhibitors of human MT1-MMP activation. HT1080 RFP-PRO-GFP cells, GFP/RFP ratio fluorescence, overnight; percent of plate control window, DMSO zero. GFP/RFP ratio change, % at 20 µM. 360,000 tested, 0.061% active. AID 651647;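 active means GFP/RFP ratio change of at least 30% with cell ATP level not reduced by more than half and red fluorescence within 50% of control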; further: strong numbers were not always called active
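Test system: HT1080 RFP-PRO-GFP cells; Benchmarks: DMSO and RFP-L50D-GFP cell wells; Timing: cells overnight before dosing, compound overnight, 37 °C, 5% CO2; Compound: one 20 µM compound dose with 1% DMSO; Read-out: GFP/RFP fluorescence ratio.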
SKN-1 inh: C. elegans SKN-1 inhibition; C. elegans VP596 Pgst-4::GFP/RFP ratio, acrylamide-induced, 24 h; inhibition, % at 21.8 µM; 360,000 tested, 0.49% active; AID 624304;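 active means interference check ratio from 0.5 to 1.5 plus GFP to RFP signal ratio inhibition reaching or exceeding a fixed threshold, cut at about 30% in these data, passing the limit was not always enough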; further: some compounds called inactive have numbers as strong as hits
DNMT1 inh: inhibitors of human DNMT1; P26358; DNMT1 molecular beacon, Hinp1I cleavage, fluorescence; inhibition (reported as % activation of signal), % at 10 µM; 360,000 tested, 0.83% active; AID 588458; in the data active means inhibition above about 50%
NRP1-CendR mod: modulators of CendR peptide binding to human neuropilin-1; O14786; FAM-RPARPAR peptide binding to NRP-1, fluorescence polarization; inhibition, % at 25 µM; 360,000 tested, 0.85% active; AID 602438;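 active means inhibition or corrected inhibition above about 18%, plus a signal ratio from 0.5 to 1.5, limit read from the data, passing the limit was not always enough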; further: strong numbers were not always called active
STEP inh: blocks human striatal-enriched tyrosine phosphatase; recombinant STEP, OMFP fluorogenic substrate, fluorescence; inhibition, % at 20 µM; 360,000 tested, 0.25% active; AID 588621;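 active means inhibition at 20 µM, scaled per plate between control wells, above about 37%, limit read from the data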;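 further: 0% = DMSO with enzyme and substrate and 100% = substrate only without enzyme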
Target sequence (P54829 whole entry, looked up): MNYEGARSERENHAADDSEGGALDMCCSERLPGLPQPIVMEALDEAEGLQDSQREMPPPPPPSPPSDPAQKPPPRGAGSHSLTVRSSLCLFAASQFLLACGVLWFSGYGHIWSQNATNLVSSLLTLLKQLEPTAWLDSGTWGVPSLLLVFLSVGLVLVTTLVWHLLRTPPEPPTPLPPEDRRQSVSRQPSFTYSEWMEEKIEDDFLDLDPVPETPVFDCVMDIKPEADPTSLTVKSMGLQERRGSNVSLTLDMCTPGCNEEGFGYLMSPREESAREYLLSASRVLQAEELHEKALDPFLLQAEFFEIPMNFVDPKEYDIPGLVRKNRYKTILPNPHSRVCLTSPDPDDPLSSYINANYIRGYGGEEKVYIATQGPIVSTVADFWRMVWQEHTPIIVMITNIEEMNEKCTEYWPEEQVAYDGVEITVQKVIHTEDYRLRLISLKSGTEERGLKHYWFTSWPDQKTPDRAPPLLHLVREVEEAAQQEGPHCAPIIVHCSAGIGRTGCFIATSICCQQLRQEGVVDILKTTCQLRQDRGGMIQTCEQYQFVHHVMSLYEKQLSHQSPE
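System: STEP (striatal-enriched tyrosine phosphatase) enzyme, cell-free; medium: Bis-Tris pH 6.0 buffer with DTT, detergent; dosing: 20 µM, 1% DMSO; times: reaction 20 min, ambient temperature; detection: fluorescence, 480/540 nm; read-out basis: normalized % inhibition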
SUMO1-SIM PPI: modulators of human SUMO1-mediated protein-protein interactions; P63165; SUMO1 binding to a labelled peptide, TR-FRET, 1 h; inhibition, % at 20 µM; 360,000 tested, 0.33% active; in the data active means inhibition above about 37%
LMPTP block: LMPTP (human) inhibition; recombinant LMPTP-A, OMFP fluorogenic substrate, fluorescence intensity; inhibition, % at 20 µM; 360,000 tested, 0.22% active; AID 651560;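 active means compounds that cut the enzyme signal by at least half of the control window in the single-dose screen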;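 further: plate controls were DMSO wells with enzyme plus substrate for no effect and substrate without enzyme for full effect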
Target sequence (P24666 whole entry, looked up): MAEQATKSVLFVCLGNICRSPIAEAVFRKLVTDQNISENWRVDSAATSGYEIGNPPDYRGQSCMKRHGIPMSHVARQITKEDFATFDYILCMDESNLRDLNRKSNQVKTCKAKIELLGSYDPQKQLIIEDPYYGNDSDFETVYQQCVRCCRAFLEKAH
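Assay system: LMPTP-A phosphatase enzyme | Input: 0.625 nM enzyme | Also added: Fluorogenic phosphatase substrate OMFP at 400 µM final | Compound dosing: One test concentration per compound, 20 µM, with 3% DMSO overall | Schedule: 50 min enzyme reaction at room temperature, protected from light | Signal: Fluorescence intensity | Benchmarks: no-enzyme and uninhibited controls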
NadD block: NadD (S. aureus) enzyme inhibition; purified NadD enzyme, colorimetric absorbance read-out; inhibition, % at 20 µM; 360,000 tested, 0.78% active; AID 602399; in the data active means inhibition above about 26%; further: some compounds past the cut are filed as inactive
Starred values were filed as active, the others as inactive; i = inactive; . = no result given.

SMILES	Scp-1 inhibitor	Rpn11 block	MT1-MMP act inh	SKN-1 inh	DNMT1 inh	NRP1-CendR mod	STEP inh	SUMO1-SIM PPI	LMPTP block	NadD block
CC1CC(C)CN(C(=O)COC(=O)CCc2nc3ccccc3c(=O)[nH]2)C1 (stereo not given)	4	i	-2	0	4	-8	0	-3	-0.5	10
N#C/C(=C(/O)COc1ccccc1)c1nc2ccccc2s1	-3	i	-3	-5	-2	3	2	2	0.2	-3
Cc1cc(OCC(=O)NC2CC2)c2c(C)c(C)c(=O)oc2c1	-11	i	4	16	3	10	-1	-5	3.1	-4
NNC(=O)c1ccc(S(=O)(=O)N2CCc3ccccc32)cc1	-5	i	1	3	2	11	1	0	-0.7	-4
Cc1cccc(CCNS(=O)(=O)c2ccc3c(c2)NC(=O)CS3)c1	-2	i	0	-3	-1	-1	3	1	-0.4	-8
Clc1cccc(Cl)c1COc1ccncc1	0	i	5	8	1	0	7	-2	0.7	0
CCc1ccccc1-n1nnnc1SCC(=O)Nc1cc(C)on1	-5	i	0	-14	0	0	-1	0	-0.6	-3
Cc1ccc(N=Nc2ccc3ccccc3c2O)cc1	-2	i	46	54	4	-2	1	-4	5.9	5
C[C@@H]1CCCCO[C@@H](CN(C)S(=O)(=O)c2ccc(F)cc2)[C@@H](C)CN([C@H](C)CO)C(=O)c2cc(NC(=O)c3ccccc3)ccc2O1	.	i	3	-7	2	-50	0	-1	0.4	15
COc1ccc(CNC(=O)c2ccc(S(=O)(=O)N3CCCC3)cc2)cc1OC	-14	i	0	-5	2	-8	-4	-4	-0.6	-2
COc1ccc(N(C(=O)c2snc(C(N)=O)c2N)C(C(=O)NC2CCCCC2)c2ccc(F)cc2)c(OC)c1 (stereo not given)	13	i	-5	-1	35	-1	0	4	-0.5	0
Cc1cccc(Nc2nnc(-c3ccc(C(=O)N4C[C@H]5C[C@H](C4)c4cccc(=O)n4C5)cc3)c3ccccc23)c1	4	i	2	4	-6	-5	10	-13	-0.2	15
COCCN(CCOC)C(=O)COC(=O)c1cc([N+](=O)[O-])ccc1Cl	-11	i	3	-8	0	-7	-2	-36	-1.1	-4
O=S1c2ccccc2Sc2ccccc21	-5	i	-1	17	2	8	-4	4	-0.6	-3
CCOc1cc(N2CCCC2)ccc1[N+](=O)[O-]	-10	i	8	12	-2	1	0	-26	2.0	7
CCc1ccc(C(=O)COC(=O)CNC(=O)c2ccc(N3C(=O)c4ccccc4C3=O)cc2)cc1	-7	i	3	-14	14	0	5	-11	4.4	-1
O=C(CN1CCN(Cc2ccccc2)C1=O)NCCCN1CCOCC1	-10	i	0	6	-3	7	-1	0	-2.6	0
Cc1cccc(N(CC(=O)NCc2ccc3c(c2)OCO3)C(=O)CCC(=O)Nc2ccccn2)c1	-10	i	-1	-13	0	-1	1	0	-1.3	-3
Cc1ccc(NC(=O)Cn2cc(C(F)(F)F)cc(Cl)c2=O)cc1S(=O)(=O)N1CCCCC1	-8	i	5	4	-1	-6	0	5	1.6	-5
COc1ccc(C2NC(=O)NC(C)=C2C(=O)Nc2cccc(C)c2C)cc1 (stereo not given)	-9	i	1	32	4	-3	3	4	-1.4	4
COc1ccc(C2c3ccc(O)cc3Oc3ncn(CCN4CCOCC4)c(=N)c32)cc1 (stereo not given)	4	i	-7	-8	1	-11	5	2	0.5	-7
CCn1c(=N)c(S(=O)(=O)c2ccc(F)cc2)cc2c(=O)n3ccccc3nc21	-11	i	3	-8	0	-2	-1	-14	0.6	7
Cc1ccccc1-c1nnc(SCC(=O)NC2CCCC2)n1C	-3	i	5	2	-9	16	-3	-76	-11	6
CCCc1cc(C(=O)Nc2cc(C)ccc2O)no1	-7	i	3	-9	2	-19	0	4	-0.4	-7
O=C(O)c1cccc(-c2ccc(/C=N/n3cnnc3)o2)c1	16	i	-3	11	8	3	1	-9	-0.9	1
CCN(CC)CCNc1c(C)cc(CO)c(Cl)c1C	.	i	-10	-17	0	-6	0	-6	10	-3
Cc1ccc(C(C)C)cc1C(=O)CC1(O)C(=O)N(C)c2ccccc21 (stereo not given)	6	i	-2	31	-1	-3	0	-2	0.6	6
COc1cc(OC)c2ccc(=O)oc2c1C(CCN1CCN(c2ccccc2)CC1)c1ccc2c(c1)OCO2 (stereo not given)	9	i	4	8	-11	10	0	-3	4.6	0
COc1ccc(N(CN2C(=O)C3CC=CCC3C2=O)C(=O)c2ccco2)cc1 (stereo not given)	-5	i	3	-10	-8	-6	1	1	0.5	7
CN(Cc1cccs1)C(=O)C1CCN(S(=O)(=O)c2ccccc2)CC1	-5	i	-4	-6	-2	13	2	-2	-0.6	-1
CC1CCN(S(=O)(=O)c2ccc(-c3nnc(SCc4cccnc4)o3)cc2)CC1	0	i	1	-7	55*	0	-2	-1	1.4	11
COc1cc(OC)cc(-c2c(-c3cccs3)c3cc(-c4cccc5[nH]ccc45)ccc3n2C)c1	-11	i	-8	5	-7	-3	-4	5	4.1	15
NS(=O)(=O)c1cc(C2(O)NC(=O)c3ccccc32)ccc1Cl (stereo not given)	-1	i	2	-18	5	-3	0	-5	-0.3	4
Cn1cc(Cl)c(C(=O)N/N=C/c2ccc(OS(=O)(=O)c3ccccc3)cc2)n1	-3	i	2	9	-10	5	3	-13	0.4	-2
CC(O)[C@@H](NC(=O)C1CCC(CNC(=O)[C@H](Cc2ccccc2)NC(=O)OC(C)(C)C)CC1)C(=O)O (stereo not given in full)	-7	i	0	10	2	15	-3	-2	-1.5	-3
Cc1c(NC(=O)COc2cccc(F)c2)c(=O)n(-c2ccccc2)n1C	-3	i	-3	10	5	12	-2	2	-1.3	1

For convenience, some entries already given.
SMILES	Scp-1 inhibitor	Rpn11 block	MT1-MMP act inh	SKN-1 inh	DNMT1 inh	NRP1-CendR mod	STEP inh	SUMO1-SIM PPI	LMPTP block	NadD block
CCN(CC)CCNc1c(C)cc(CO)c(Cl)c1C	.	i	-10	-17	0	-6	0	-6	10	-3
Cc1ccc(C(C)C)cc1C(=O)CC1(O)C(=O)N(C)c2ccccc21 (stereo not given)	6	i	-2	31	-1	-3	0	-2	0.6	6
COc1cc(OC)c2ccc(=O)oc2c1C(CCN1CCN(c2ccccc2)CC1)c1ccc2c(c1)OCO2 (stereo not given)	9	i	4	8	-11	10	0	-3	4.6	0
COc1ccc(N(CN2C(=O)C3CC=CCC3C2=O)C(=O)c2ccco2)cc1 (stereo not given)	-5	i	3	-10	-8	-6	1	1	0.5	7
CN(Cc1cccs1)C(=O)C1CCN(S(=O)(=O)c2ccccc2)CC1	-5	i	-4	-6	-2	13	2	-2	-0.6	-1
CC1CCN(S(=O)(=O)c2ccc(-c3nnc(SCc4cccnc4)o3)cc2)CC1	0	i	1	-7	55*	0	-2	-1	1.4	11
COc1cc(OC)cc(-c2c(-c3cccs3)c3cc(-c4cccc5[nH]ccc45)ccc3n2C)c1	-11	i	-8	5	-7	-3	-4	5	4.1	15
NS(=O)(=O)c1cc(C2(O)NC(=O)c3ccccc32)ccc1Cl (stereo not given)	-1	i	2	-18	5	-3	0	-5	-0.3	4
Cn1cc(Cl)c(C(=O)N/N=C/c2ccc(OS(=O)(=O)c3ccccc3)cc2)n1	-3	i	2	9	-10	5	3	-13	0.4	-2
CC(O)[C@@H](NC(=O)C1CCC(CNC(=O)[C@H](Cc2ccccc2)NC(=O)OC(C)(C)C)CC1)C(=O)O (stereo not given in full)	-7	i	0	10	2	15	-3	-2	-1.5	-3
Cc1c(NC(=O)COc2cccc(F)c2)c(=O)n(-c2ccccc2)n1C	-3	i	-3	10	5	12	-2	2	-1.3	1

Carrying on:
SMILES	Scp-1 inhibitor	Rpn11 block	MT1-MMP act inh	SKN-1 inh	DNMT1 inh	NRP1-CendR mod	STEP inh	SUMO1-SIM PPI	LMPTP block	NadD block
COc1ccccc1NC(=S)N(Cc1ccccc1)Cc1ccccn1	-2	i	-1	10	2	14	0	0	-2.7	-3
N#Cc1c(-c2ccc(F)cc2)ccnc1N1CCOCC1	-4	i	1	10	2	8	2	4	0.0	-3
O=C(NCC1CCCN(Cc2cccc(OCCO)c2)C1)c1ccc(F)cc1 (stereo not given)	0	i	0	2	0	3	-2	1	-2.2	-3
Cc1ccc(SCC(=O)Nc2c(Br)cnn2C)cc1	4	i	0	4	2	-10	3	-1	-0.6	-6
C#CCSc1cc(C(F)(F)F)nc(-c2ccccn2)n1	-8	i	-2	1	1	-2	0	0	-0.4	0
CCOc1ccc2nc(NC(=O)CSc3nc4c(c(=O)n(C)c(=O)n4C)n3C(C)C)sc2c1	-11	i	-11	11	-28	-21	12	8	-0.4	-8
CCOC(=O)c1c(-c2cccc([N+](=O)[O-])c2)csc1N	-10	i	-1	8	-12	3	-2	-16	0.8	-4
O=C(CCC(=O)N1CCN(c2ccccc2F)CC1)N1CCN(c2ccc(F)cc2)CC1	-14	i	1	2	2	-2	-1	1	0.6	-3
CCCS(=O)(=O)NCCc1cc2c(C)ccc(C)c2[nH]c1=O	3	i	6	-7	4	-7	0	-2	-0.9	-2
CCCCn1nnnc1C(c1ccccc1)N1CCN(Cc2c(F)cccc2Cl)CC1 (stereo not given)	.	.	-4	0	.	5	.	6	0.3	-5
COc1cccc(-c2nc(C(=O)NCC3CCCO3)cc3c2[nH]c2ccccc23)c1 (stereo not given)	-4	i	-1	4	-27	-11	-1	2	3.2	4
CC1(CCc2ccccc2)NC(=O)N(Cc2cc([N+](=O)[O-])cc3c2OCOC3)C1=O (stereo not given)	-2	i	-2	-17	1	6	-3	-19	0.3	-6
c1ccc(-c2csc(Nc3cccnc3)n2)cc1	8	i	-4	17	1	6	-2	-1	0.4	-3
CCOc1ccccc1CN1CCN(S(=O)(=O)CC)CC1	-3	i	0	14	0	-12	1	4	-1.9	1
CCOC(=O)N1CCN(c2nc3ccccn3c(=O)c2C=O)CC1	-7	i	-1	4	1	-4	1	-16	-0.2	-7
COc1cc(/C=N/Nc2ccc(C(=O)O)cc2)ccc1O	43	i	2	7	18	-4	5	-4	2.7	-3

Source: PubChem BioAssay (Sanford-Burnham Center for Chemical Genomics)
